Bioassay records deposited in PubChem BioAssay by several laboratories.
PKA-R1A act: activates the PKA-R1A holoenzyme complex; hit rate 0.083% among 340,000; PKA-R1A dissociation, Cy5-IP20 fluorescence polarization; scaled: DMSO 0%, 113 µM cGMP 100%; activation, % at 11.4 µM; P00514+P68181;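 active means percent activation above the mean of all tested compounds plus 3 SD, cut at about 19% in these data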;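 further: higher means more PKAc released from R1A so a rise in polarization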
Arrestin-AP2 inh: human beta-arrestin and AP2 interaction inhibition. inhibition, % at 10 µM. FITC-arrestin peptide / GST-AP2 beads, flow cytometry; AP2 beta2 appendage carries R879A mutation. hit rate 0.31% among 340,000;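 active means inhibition above a set limit, near 3 SD of compounds lacking own fluorescence, cut at about 54% in these data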;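 further: plate controls were DMSO wells for no effect and 5 µM unlabelled arrestin peptide for full effect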
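Material – AP2 appendage R879A on GSH beads · Buffer or medium – PBS with 0.05% Tween 20 and 0.1% BSA · Probe or stimulus – fluorescein-tagged arrestin peptide at 50 nM final · Incubation – compound with beads 12 min RT, then probe 1 h RT · Detection – high-throughput flow cytometry of beads, ex 488, em 535 nm · Evaluation – percent response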
SR-BI HDL uptake: mouse SR-BI HDL lipid transfer inhibition; ldlA[mSR-BI] CHO cells, DiI-HDL uptake fluorescence, 3 h; inhibition, % at 12.5 µM; hit rate 0.96% among 320,000; AID 488896;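 active means mean replicate inhibition of at least 70% and a set share of replicates each scoring 70 or more; inconclusive means meets just one of the two criteria; inactive means fails both criteria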;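 further: 0% = median of neutral control wells and 100% = median of positive control wells; values of inactives mirror those of a sister screen read the other way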
SR-BI uptake up: SR-BI HDL lipid transfer activation; hit rate 0.096% among 320,000; CHO ldlA[mSR-BI] cells, DiI-HDL uptake fluorescence, 3 h; 100 = double the neutral-control signal; activation, % at 12.5 µM;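 active means mean replicate activation of at least 60% and every replicate at or above 60%; inconclusive means mean or all-replicate condition met, but not both; inactive means mean below 60% and not all replicates reaching 60%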;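 further: 0% = median plate neutral-control signal and 100% = twice that signal; values of inactives mirror those of a sister screen read the other way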
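System: LDL receptor-deficient CHO ldlA cells overexpressing murine SR-BI | Timing: 3 h uptake period with compound, 37 °C | Medium: HEPES-buffered (25 mM, pH 7.4) F12 plus 0.5% BSA | Dosing: Single-point compound dose | Signal: Bottom-read fluorescence, 550/595 nm | Read-out: Retained DiI signal reflecting DiI-HDL uptake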
CDK5 inh: blocks human CDK5/p35 kinase activity | Q00535+Q15078 | Recombinant CDK5/p35, ADP-Glo luminescence, 60 min | inhibition, % at 10 µM | hit rate 0.01% among 330,000;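 active means highest replicate inhibition of at least 50% and at least 75% of replicates reaching 50%; inconclusive means only one of the two criteria met; inactive means both criteria failed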;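 further: plate controls were DMSO neutral control for no effect and GW8510 at 10 µM for full effect; many of its hits are not listed in these tables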
Mot1-301 SUMO: SUMOylation pathway inhibition by Mot1-301 growth rescue. S. cerevisiae Mot1-301 growth rescue, ATP luminescence, 38.5C; percent above DMSO median, 100 means doubled. hit rate 1% among 320,000. growth rescue, % at 18.8 µM. AID 2716;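 active means every valid replicate shows activation above 250% relative to neutral control wells; inactive means the rest, any valid replicate at or below 250%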;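 further: OY570 slx delta 5 strain wells were the positive control but not used for scaling; some compounds called inactive have numbers as strong as hits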
DSG3 Ab inh: inhibitors of pemphigus antibody binding to human desmoglein-3; P32926; DSG3-coupled beads, scFv-anti-DSG3-GFP binding, flow cytometry; hits give low values; binding (percent of control), % at 10 µM; hit rate 0.48% among 310,000;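 active means binding more than 3 SD below its plate's average and above zero; inconclusive means below that plate limit but binding exactly zero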;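 further: hits lower antibody fragment binding to DSG3; some compounds called inactive have numbers as strong as hits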
PKA-R2B activ: activates the human PKA-R2B holoenzyme complex. P22694+P31323. PKA-R2B holoenzyme dissociation, Cy5-IP20 fluorescence polarization; R2B truncated from residue 108, S112A mutant; 0% DMSO only, 100% 113 µM cGMP. activation, % at 11.4 µM. hit rate 0.079% among 340,000;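 active means activation above a cutoff set at the mean over all compounds plus 3 SD, cut at about 18% in these data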;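 further: higher means more holoenzyme dissociation and a rise in polarization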
dFosB act: enhances mouse delta FosB homodimer DNA binding. purified delta FosB, TAMRA-CDK5 oligo fluorescence polarization; percent of positive-control signal above neutral wells. hit rate 0.99% among 340,000. activation, % at 25 µM;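 active means mean activation above about 17%, with every replicate also reaching it, limit read from the data, passing the limit was not always enough; inconclusive means only one of the two conditions met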;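 further: fluorescence polarization rise as delta FosB binds a TAMRA Cdk5 AP-1 oligo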
NSD2 inh: blocks human histone methyltransferase NSD2 | O96028 | NSD2 peptide methylation, AlphaScreen, 120 min | inhibition, % at 12.5 µM | hit rate 0.54% among 310,000 | AID 743445; in the data active means inhibition above about 50%
MITF act: activators of MITF-driven TRPM1 promoter activity in SK-MEL-5 cells; SK-MEL-5 TRPM1-promoter luciferase, 24 h; % of positive control, neutral wells = 0; activation, % at 12.5 µM; hit rate 0.75% among 300,000; AID 588334;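 active means mean activation of at least 80% with every replicate also reaching 80%; inconclusive means mean reaches 80% but some replicate falls short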;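 further: 0% = neutral control wells and 100% = parthenolide positive control wells; values of inactives mirror those of a sister screen read the other way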
Active calls of the source: *; ? = inconclusive; nt = no result given. Rows are unselected; about 4.7% have a hit in one of these screens.

SMILES	PKA-R1A act	Arrestin-AP2 inh	SR-BI HDL uptake	SR-BI uptake up	CDK5 inh	Mot1-301 SUMO	DSG3 Ab inh	PKA-R2B activ	dFosB act	NSD2 inh	MITF act
O=C(NCC(c1ccco1)N1CCc2ccccc2C1)C(=O)Nc1ccccc1F (centres undefined)	0	-6	4	-4	0.7	7	102	-6	-2	0	13
O=C(NCCO)c1ccc2[nH]c3ccccc3c2c1	-5	-2	nt	nt	-0.6	-15	105	1	-1	-1	0
Cc1c(Cl)cccc1NC(=O)NCc1cccnc1	-10	-10	-22	22	-0.3	-9	nt	-1	-3	-4	0
CCCCCCCOC(=O)c1ccc(OC(=O)c2cccnc2)cc1	-13	0	11	-11	0.1	34	103	-4	0	0	36
Cc1ccc(C(=O)N(C)CC(=O)Nc2cccc(C)c2C)o1	1	13	-40	40	-3.1	-12	96	3	-5	1	2
Cc1ccc(C(C)C)cc1OCCOCCN1CCCC1	1	0	-16	16	0.6	55	100	-5	5	6	-3
CCC1Sc2ccc(S(=O)(=O)CCC(=O)Nc3ccc(C(=O)OC)cc3)cc2NC1=O (centres undefined)	-3	8	5	-5	nt	271	90	-2	-8	0	-3
Cc1ccc(C(=O)n2c3ccccc3c3ccccc32)cc1	-1	-8	74*	-74	0.1	30	111	-5	-4	-1	-1
C=CCOC(=O)C1=C(C)N=C2SCCC(=O)N2C1/C=C/c1ccccc1 (centres undefined)	3	6	11	-11	-0.8	-6	82	-8	-8	1	17
O=C(NCCCN1CCOCC1)c1cc2c(s1)CCC2	-8	-5	-19	19	-0.1	32	100	6	-4	-10	13
CC1(C)C[C@@H](O)[C@]2(C)CC[C@]3(C)C(=CCC4[C@@]5(C)CC[C@H](O)[C@](C)(CO)C5CC[C@]43C)[C@@H]2C1 (some centres undefined)	-14	9	-13	13	3.3	nt	119	-6	-1	nt	nt
Cc1ccc(NC(=O)C2CCCN(S(=O)(=O)c3cccnc3)C2)c(C)c1 (centres undefined)	-15	-4	-6	6	1.1	9	100	1	4	-15	-1
Cc1nc2ccc3nc(NC(=O)C4COc5ccccc5O4)sc3c2s1 (centres undefined)	5	2	44	-44	-0.9	26	102	-2	?	nt	nt
CCCNC(=S)N1CCC(C(=O)c2ccc(Cl)cc2)CC1	-9	-2	15	-15	0.3	32	106	-7	-8	3	2
S=C(NCc1ccco1)Nc1ccc(Br)cn1	-7	-3	-4	4	-0.1	12	nt	-5	-15	nt	-4
CCOc1ccccc1NC(=O)c1nnn(CC(=O)Nc2cc(C)cc(C)c2)c1N	-5	-7	-2	2	nt	-2	95	-6	26*	0	7
Cc1ccc(/C=C/C(=O)Nc2ccc([N+](=O)[O-])cc2)o1	-4	-2	75*	-75	1.6	17	96	-16	-3	nt	56
O=C(CSCc1ccc(Br)cc1)Nc1ccc(S(=O)(=O)N2CCOCC2)cc1	-9	3	-11	11	-1.2	-9	95	-8	-10	2	2
Cc1cc(C)cc(-n2c(C)cc(/C=N/NC(=O)c3cccc([N+](=O)[O-])c3C)c2C)c1	-5	0	nt	nt	0.1	367	105	3	-8	0	0
COc1cccc(/C=N/NC(=O)C(C)n2nc(C)c([N+](=O)[O-])c2C)c1O (centres undefined)	-5	-4	-15	15	-2.8	18	98	-8	3	-1	-17
CCOCCCNCC(=O)NC1(C)C2CCC(C2)C1(C)C (centres undefined)	9	7	15	-15	0.8	-13	88	-3	-5	-2	5
CC(C)CCn1c(SCC(=O)NC2CC2)nc2cc(Cl)ccc2c1=O	-9	7	-14	14	1.3	-17	98	2	5	-1	6
CCOc1cccc(/C=N/N2C(=O)CSC2=S)c1O	-6	20	8	-8	1.7	1	113	-1	-5	2	-16
O=C(Nc1cc(C(F)(F)F)ccc1N1CCOCC1)c1ccc2ccccc2n1	0	9	53	-53	0.5	5	101	-14	1	-2	5
CN(C)CCCn1c(SCc2c(Cl)cccc2Cl)nnc1-c1ccncc1	0	6	12	-12	3.5	-5	103	-6	3	8	4
COc1ccc(NC(=O)CC2C(=O)NCCN2C(=O)Nc2ccc(C(F)(F)F)cc2)cc1 (centres undefined)	-9	-7	35	-35	1.2	-5	111	-10	-7	2	13
NC(=O)C1CCN(S(=O)(=O)Cc2ccccc2Cl)CC1	-11	12	3	-3	4.8	1	99	-13	-1	3	-4
CCn1c(SCC(=O)c2ccc(Cl)cc2)nnc1C(C)C	6	5	19	-19	-4.8	744	97	1	-3	2	64
Cc1ccc(N(C(=O)Cn2nnc(-c3cccs3)n2)C(C(=O)NC2CCCC2)c2ccncc2)cc1 (centres undefined)	1	33	-15	15	1.7	13	96	-1	0	24	2
Cc1ccccc1CN(c1ccc(C(=O)NCc2ccccn2)cc1)S(C)(=O)=O	-4	4	2	-2	2.0	213	nt	-12	-3	-1	4
Cc1cc(C)cc(NC(=O)C[n+]2ccccc2)c1	-3	-4	-18	18	-0.9	4	111	-7	2	2	-4
COc1ccccc1NCC(=O)N/N=C(\C)c1ccc(Br)s1	5	14	14	-14	0.8	-2	125	-16	-6	19	2
COc1ccc(NC2CCCN(C(=O)c3csc(C(C)C)n3)C2)cc1 (centres undefined)	-9	4	-15	15	-0.4	-8	nt	-4	-4	-2	-18
O=C(CCNS(=O)(=O)c1ccccc1)NCCCc1ccccc1	4	-1	-3	3	0.8	nt	108	2	-13	0	0
COC(=O)CN1C(=O)N/C(=C/c2ccc(C)o2)C1=O	3	-17	3	-3	1.4	2	101	-1	3	-2	-6
COc1ccccc1OCC(=O)Nc1ccncc1	0	3	nt	nt	0.9	8	118	-3	-7	0	nt
Cc1cnc(NC(=O)CCCNC(=O)c2ccc(Cl)cc2)s1	-3	44	-8	8	3.0	0	nt	-13	-6	-2	38
CCn1c(=O)c2c(n3cnnc13)-c1ccccc1CC21CCCCC1	-13	25	-11	11	-0.7	nt	103	-11	0	-2	4
O=C(OCCN=C1NS(=O)(=O)c2ccccc21)c1cccs1	-4	-17	26	-26	2.0	-4	97	2	-1	7	-4
COc1cccc(-c2sc3ccc(OC)cc3c2-c2ccc(OCCN3CCCCC3)cc2)c1	-7	16	3	-3	-0.5	nt	107	-3	11	nt	2
Cc1ccc(N(CC(=O)NC(C)C)C(=O)CCC(=O)Nc2nccs2)cc1C	-3	-16	-16	16	0.7	-16	99	3	-6	1	12
COc1cccc(C(=O)c2sc(NC(C)C)nc2N)c1	-1	-1	-6	6	55*	-7	95	4	-4	4	-3
O=C(Nc1ccc(F)cc1)c1nn(-c2ccccc2)c(=O)cc1Cl	-10	-25	-18	18	-0.1	nt	105	7	-8	13	7
Cc1ccc(C(=O)OCCOc2cccc(Cl)c2)cc1S(=O)(=O)N1CCOCC1	-9	7	30	-30	1.6	124	93	0	-5	0	2
O=C(Nc1ccc2c(c1)OCO2)c1ccc[n+]([O-])c1	2	5	-17	17	-2.0	217	101	-3	-9	-3	nt
CN(c1ccccc1)S(=O)(=O)c1ccc(C(=O)N2CCCC(C(F)(F)F)C2)cc1 (centres undefined)	-8	5	9	-9	-4.5	487	101	-8	-14	3	1
CC(C)=C1SC(N2CCOCC2)=NC1=O	3	22	-23	23	1.2	-2	107	7	2	-2	-4
CCOc1ccc(-c2c(C(=O)N/N=C/C3CC=CCC3)nnn2-c2nonc2N)cc1 (centres undefined)	4	-2	-10	10	-0.1	2	78	-1	3	-4	5
CCOC(=O)C1CCN(CCC(=O)Nc2ccc(Cl)cc2)CC1	5	14	-7	7	2.4	171	110	4	-3	3	-7
O=C(/C=C/c1ccccc1[N+](=O)[O-])N1CCc2ccccc2C1	-14	-1	11	-11	0.0	6	95	-17	-18	4	nt
Nc1c(C(=O)NCc2ccco2)sc2nc3c(cc12)C(=O)CCC3	4	9	-1	1	-3.5	nt	94	-2	-4	5	6
COCCN1C(=O)N(c2cccc(C)c2)C(=O)C1CC(=O)Nc1ccc(F)cc1 (centres undefined)	5	-7	nt	nt	0.4	-9	97	1	-9	0	1
CCOC(=O)c1c(NC(=O)Nc2cccc(Cl)c2)sc(C)c1C	-7	4	62	-62	0.6	0	100	5	2	13	-1
CC(C(=O)O)n1cc(C#N)c(=O)[nH]c1=O (centres undefined)	-8	-8	-33	33	-2.7	nt	123	-2	6	-3	7
CCOc1ccccc1/C=N/Nc1ccnc(=O)[nH]1	1	-18	-12	12	0.4	-24	101	3	3	0	-3
CCOc1ccc(C(=O)NCc2ccco2)cc1OCC	5	-1	0	0	2.2	3	98	-4	-6	0	-1
Cc1ccc2c(C)c(C(=O)N(C)C(C)c3ccon3)oc2c1C (centres undefined)	6	5	30	-30	-1.7	-6	110	1	-12	-1	109*
CC(NC(=O)c1cccc(S(=O)(=O)N2CCN(Cc3ccccc3)CC2)c1)c1ccc(Cl)cc1 (centres undefined)	6	24	37	-37	0.7	nt	101	-8	6	-3	-3
Cc1ccc(N(C(=O)C2CCCO2)C2C=CS(=O)(=O)C2)cc1Cl (centres undefined)	-5	-2	-16	16	-0.9	-3	104	-7	-7	nt	-2
CCn1c(SCC(=O)Nc2ccc3c(c2)c2ccccc2n3CC)nnc1-c1cnccn1	-1	0	63	-63	-2.1	18	95	-7	-15	-1	-18
CCCCn1c(CN2CCN(c3ccccc3)CC2)nc2c1c(=O)n(C)c(=O)n2C	0	9	-6	6	-1.2	-3	106	2	-9	nt	nt
Cc1ccc(S(=O)(=O)Nc2ccnc(-c3cccnc3)n2)cc1	-8	-20	-6	6	2.6	-14	99	2	-3	1	-10
